CHO parental Ca = signal in parental CHO cells, OX1R antagonist counter-screen. inhibition, % at 5.6 µM. 330,000 tested, 0.63% active. parental CHO-K1, ATP-induced calcium, Fluo-8 fluorescence;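 active = inhibition above that plate's mean sample inhibition plus 3 SD, cut at about 26% in these data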;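 also: 0% = ATP-challenged DMSO wells and 100% = DMSO wells without ATP; some compounds past the cut are filed as inactive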
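material = parental CHO cells | also added = ATP as calcium-mobilizing challenge | dosing = single point at 5.6 µM | detection = intracellular calcium via Fluo-8 no-wash fluorescent dye | read-out = % inhibition | benchmarks = low control ATP plus DMSO, high control DMSO only | repeats = one well per compound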
CHRM1 agonist = agonists of human M1 muscarinic receptor. CHO-K1 hM1, Fluo-8 calcium fluorescence, agonist mode; 0% DMSO, 100% acetylcholine EC100. activation, % at 3 µM. 360,000 tested, 0.33% active. AID 588814;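 active = activation above the run's mean compound activation plus 3 SD, cut at about 16% in these data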;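 also: peak over basal fluorescence ratio within a 140 s kinetic read after compound addition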
OXTR potentiate = potentiators of human oxytocin receptor | P30559 | activation, % at 3 µM | CHO-OTR cells, Fluo-8 calcium fluorescence, potentiator mode; 0% = oxytocin EC15, 100% = EC100 | 320,000 tested, 0.061% active;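 active = activation above that plate's cutoff, the mean activation of tested compounds plus 3 SD, cut at about 6.6% in these data, passing the limit was not always enough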;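 also: 100% uses oxytocin at 75 nM as the full agonist control; some results filed as inactive read as strong as hits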
Target sequence (P30559 whole entry, looked up): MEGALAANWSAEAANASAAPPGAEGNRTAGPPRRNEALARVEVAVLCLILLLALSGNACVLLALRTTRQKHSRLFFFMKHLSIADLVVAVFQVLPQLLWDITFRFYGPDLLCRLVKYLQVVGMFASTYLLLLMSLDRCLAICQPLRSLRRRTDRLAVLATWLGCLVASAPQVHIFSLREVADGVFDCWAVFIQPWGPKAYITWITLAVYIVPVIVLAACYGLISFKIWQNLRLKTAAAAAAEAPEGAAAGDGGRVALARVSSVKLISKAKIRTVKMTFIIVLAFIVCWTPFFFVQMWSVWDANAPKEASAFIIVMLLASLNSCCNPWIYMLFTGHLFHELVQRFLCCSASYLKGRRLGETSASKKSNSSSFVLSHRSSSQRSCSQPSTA
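Dosing: Single dose, 3.0 µM nominal final compound concentration | Material: Human OTR in CHO cells | Technique: Kinetic Fluo-8 calcium fluorescence | Benchmarks: EC15 oxytocin alone as 0%, 75 nM oxytocin as 100% | Probe or stimulus: Oxytocin at about EC15, sub-maximal agonist stimulus | Incubation: Compound 6 min at room temperature before oxytocin, 100 s read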
CHO-K1 Ca PAM = nonselective activator or artifact in parental CHO-K1 calcium assay; ATP EC20, Fluo-8 calcium fluorescence; 0% at ATP EC20, 100% at ATP max; 360,000 tested, 0.02% active; AID 602247; activation, % at 3 µM;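 active = activation above the run cutoff, the mean activation of all test compounds plus 3 SD, cut at about 40% in these data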;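 also: peak over basal fluorescence ratio in a 140 s read after ATP addition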
TAAR1 ag = human TAAR1 agonism. Q96RJ0. CHO RD-HGA16 TAAR1, Fluo-8 calcium fluorescence; vehicle wells 0%, saturating PEA agonist 100%. activation, % at 3 µM. 360,000 tested, 0.99% active;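 active = activation above the mean activation of all test compounds in the run plus 3 SD, cut at about 38% in these data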
Target sequence (Q96RJ0 whole entry, looked up): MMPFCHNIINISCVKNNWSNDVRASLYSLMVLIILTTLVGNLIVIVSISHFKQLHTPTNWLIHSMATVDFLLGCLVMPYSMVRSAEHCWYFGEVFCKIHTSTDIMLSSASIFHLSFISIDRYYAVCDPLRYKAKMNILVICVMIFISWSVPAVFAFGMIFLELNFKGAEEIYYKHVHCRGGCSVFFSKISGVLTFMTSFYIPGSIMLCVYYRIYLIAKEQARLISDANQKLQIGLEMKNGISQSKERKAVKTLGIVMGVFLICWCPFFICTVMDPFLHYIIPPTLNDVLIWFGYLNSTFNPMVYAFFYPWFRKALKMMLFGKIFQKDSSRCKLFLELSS
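Test system: RD-HGA16 (CHO) cells co-expressing Gα16 and hTAAR1; dosing: one-point dosing at 3 µM (nominal); timing: 17-24 h seeding, 75 min 37 °C dye, 30 min RT; signal: kinetic Fluo-8 calcium fluorescence; read-out basis: % activation relative to PEA EC100 response; controls: DMSO and PEA EC100; replicates: n 1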
M1 ag parental = nonselective activator or artifact in parental CHO-K1 cells | Fluo-8 calcium fluorescence; scaled to maximal ATP response, vehicle zero | activation, % at 3 µM | 360,000 tested, 0.48% active; in the data active = activation above about 15%;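 also: untransfected CHO-K1 host cells lacking M1 receptor as counterscreen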
CHRM1 antagonist = antagonists of human M1 muscarinic receptor; P11229; CHO-K1 hM1, Fluo-8 calcium fluorescence, ACh EC80 antagonist; inhibition, % at 3 µM; 360,000 tested, 1.3% active;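 active = percent inhibition above its own plate's cutoff, namely the mean of that plate's compound wells plus 3 SD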;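 also: peak over basal fluorescence ratio during 140 s after agonist addition; 0% = ACh EC80 plus DMSO and 100% = DMSO alone without agonist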
CHO-K1 Ca antag = counter-screen for M1 antagonists: effect in parental CHO-K1 cells; ATP-induced calcium, Fluo-8 fluorescence; inhibition, % at 3 µM; 360,000 tested, 0.6% active;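 active = inhibition above a per-plate cutoff, the plate's mean sample inhibition plus 3 SD, cut at about 24% in these data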;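 also: 0% = DMSO plus EC80 ATP and 100% = DMSO alone without ATP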
TAAR1 antag = human TAAR1 antagonism | CHO RD-HGA16 TAAR1, Fluo-8 calcium fluorescence, antagonist | inhibition, % at 3 µM | 360,000 tested, 1.5% active | AID 624466;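 active = inhibition above a per-plate cutoff, the mean inhibition of test compounds on that plate plus 3 SD, cut at about 49% in these data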;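 also: 0% = DMSO plus EC80 beta-PEA response and 100% = DMSO alone without agonist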
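Assay system: RD-HGA16 CHO cells with stable hTAAR1 and Gα16 / Reagent: EC80 β-phenethylamine stimulus / Doses: 3 µM, single point / Timing: dye loading 75 min at 37 °C, then 30 min room temperature / Measured by: Fluo-8 intracellular calcium dye fluorescence, real-time kinetic reads / Controls: vehicle wells and EC80 agonist wells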
* marks the source's active call; other numbers are inactive results; . = not tested or not shown.

SMILES | CHO parental Ca | CHRM1 agonist | OXTR potentiate | CHO-K1 Ca PAM | TAAR1 ag | M1 ag parental | CHRM1 antagonist | CHO-K1 Ca antag | TAAR1 antag
CN(C(=O)C1CCN(S(=O)(=O)c2cccs2)CC1)c1ccccc1 | -10 | -3 | -28 | 20 | 3 | 1.6 | -3 | -5 | -20
COc1ccccc1C(=O)Nc1ccc2c(c1)nc1n2CCSC1 | -12 | -5 | -10 | 7 | 3 | -0.6 | 7 | 18 | 7
CCOC(=O)N1CCN(S(=O)(=O)c2ccc3c(c2)CCN3C(=O)CC)CC1 | -12 | -5 | -11 | 22 | 4 | 1.1 | -8 | -10 | 2
CC(Oc1cccc(Cl)c1)C(=O)NCc1ccc(S(N)(=O)=O)cc1 (stereo not given) | -8 | -3 | 4 | 21 | 2 | 0.6 | -1 | -15 | 18
CCOC(=O)CCCNS(=O)(=O)c1c(C)ccc2nsnc12 | -7 | -3 | -8 | 20 | 15 | 0.7 | -9 | -11 | -10
COc1ccc(OC)c(NS(=O)(=O)c2c(C)nc3sccn3c2=O)c1 | -14 | -4 | -5 | 14 | 1 | 0.4 | -8 | -3 | 6
O=C(Nc1ccc2c(c1)OCCO2)c1coc2ccccc2c1=O | -16 | -10 | 7 | 3 | 5 | 0.6 | -6 | -3 | 2
COc1ccc(C(=O)NN(C)c2nc(-c3ccccc3)nnc2C(F)(F)F)cc1 | 12 | 0 | -7 | 13 | 0 | 0.7 | -26 | -10 | 12
COc1cccc(C2C(C(=O)c3cc4ccccc4o3)=C(O)C(=O)N2CCN(C)C)c1OC (stereo not given) | -2 | -3 | -3 | 10 | 4 | 0.0 | -12 | -14 | 3
Cc1ccc2cc(S(=O)(=O)NCCCC(=O)O)ccc2c1 | -3 | -4 | -7 | 16 | 3 | 0.2 | -15 | -7 | 2
COc1ccc2c(C)c(C(=O)N3CCN(Cc4ccccc4)CC3)oc2c1 | . | -4 | . | 17 | 1 | 0.1 | -24 | -4 | -1
O=C(O)c1nc(-c2ccccc2)n(-c2ccc(Cl)cc2)n1 | -19 | -3 | -11 | 18 | 4 | 0.2 | -18 | -6 | -16
CCNC(=O)C(=O)NCC1CCCN1S(=O)(=O)c1cccs1 (stereo not given) | -5 | -1 | -4 | 16 | 0 | 1.0 | -12 | -8 | 10
Cc1ccc(C)c(S(=O)(=O)N2CCCCC2CCNC(=O)C(=O)NCc2ccccn2)c1 (stereo not given) | -22 | -4 | 7 | 13 | 0 | 1.4 | -6 | -4 | -2
O=C(CSc1nnc(-c2ccccc2Cl)o1)N1CCCCC1 | -8 | -6 | -8 | 12 | 1 | 0.1 | -1 | -2 | 20
O=C(c1cc2cc(F)ccc2[nH]1)N1CCc2ccccc21 | . | -4 | . | 10 | 1 | 5.5 | 13 | -1 | -17
COCCn1c(C)cc(C2=NNC(=Nc3ccc(F)cc3)SC2)c1C | -2 | 0 | 0 | -8 | 0 | -0.7 | 4 | -4 | -6
CCc1ccc(NC(=O)c2cc(-c3ccco3)on2)cc1 | -7 | -6 | -6 | -4 | 4 | 0.1 | 7 | 1 | 0
Cc1ccc(CN2C(=O)C(C)Nc3ncnc(N4CCOCC4)c32)cc1 (stereo not given) | -20 | -6 | -12 | -14 | 0 | -0.3 | -9 | -9 | 1
CC(=O)ON=C1C=CC(=C(C#N)c2ccccc2)C=C1 | . | 1 | . | 9 | 4 | 0.6 | 1 | 6 | 22
Cc1c(-n2c(=O)n(Cc3ccccc3)c(=O)c3[nH]cnc32)cccc1S(C)=O (stereo not given) | -1 | -3 | -2 | 14 | 2 | 0.7 | -9 | -15 | -9
COc1ccc(C(=O)NCC2OCCc3ccccc32)cc1OC (stereo not given) | -9 | 2 | -17 | 14 | 6 | 1.3 | -7 | -13 | 2
O=C(C#Cc1ccccc1)Nc1cccc(F)c1 | -6 | -3 | -7 | 10 | 0 | 2.2 | 10 | -5 | 2
CCC/C(=N/NC(=O)c1nnn(-c2nonc2N)c1CN1CCCCC1)c1ccccc1 | -20 | -5 | -3 | 2 | -1 | -0.1 | 0 | -21 | -2
Cc1ccc(OCC(=O)N(Cc2ccccc2)C2CCS(=O)(=O)C2)c([N+](=O)[O-])n1 (stereo not given) | -5 | -3 | 1 | 27 | 0 | 0.2 | 9 | -11 | 2
CCc1ccc(NC(=O)COc2cccc(-n3cnnn3)c2)cc1 | 0 | -8 | -12 | 10 | 2 | 1.1 | -12 | -12 | 2
COc1ccc(-n2cnnc2SCC(=O)Nc2cccnc2Cl)cc1 | -16 | -6 | -2 | 7 | 0 | 0.5 | 5 | 3 | 4
CC(Sc1nnnn1C)C(=O)Nc1ccc(Oc2ccccc2)cc1 (stereo not given) | -2 | 0 | -12 | -5 | -2 | 0.3 | 2 | 21 | 12
C/C(=N/NC(=O)c1ccc(C(C)(C)C)cc1)c1ccccn1 | -11 | -4 | -8 | -1 | 3 | 1.4 | -5 | -4 | 26
O=C(Cc1ccc(Cl)cc1)N/N=C/c1c(Cl)cccc1Cl | -9 | -3 | -1 | -3 | 3 | 0.6 | 0 | 7 | -8

Ordered by SMILES length (falling): part of the list above.
SMILES | CHO parental Ca | CHRM1 agonist | OXTR potentiate | CHO-K1 Ca PAM | TAAR1 ag | M1 ag parental | CHRM1 antagonist | CHO-K1 Ca antag | TAAR1 antag
Cc1ccc(OCC(=O)N(Cc2ccccc2)C2CCS(=O)(=O)C2)c([N+](=O)[O-])n1 (stereo not given) | -5 | -3 | 1 | 27 | 0 | 0.2 | 9 | -11 | 2
COc1cccc(C2C(C(=O)c3cc4ccccc4o3)=C(O)C(=O)N2CCN(C)C)c1OC (stereo not given) | -2 | -3 | -3 | 10 | 4 | 0.0 | -12 | -14 | 3
Cc1c(-n2c(=O)n(Cc3ccccc3)c(=O)c3[nH]cnc32)cccc1S(C)=O (stereo not given) | -1 | -3 | -2 | 14 | 2 | 0.7 | -9 | -15 | -9
CCC/C(=N/NC(=O)c1nnn(-c2nonc2N)c1CN1CCCCC1)c1ccccc1 | -20 | -5 | -3 | 2 | -1 | -0.1 | 0 | -21 | -2
CCOC(=O)N1CCN(S(=O)(=O)c2ccc3c(c2)CCN3C(=O)CC)CC1 | -12 | -5 | -11 | 22 | 4 | 1.1 | -8 | -10 | 2
COc1ccc(OC)c(NS(=O)(=O)c2c(C)nc3sccn3c2=O)c1 | -14 | -4 | -5 | 14 | 1 | 0.4 | -8 | -3 | 6
CN(C(=O)C1CCN(S(=O)(=O)c2cccs2)CC1)c1ccccc1 | -10 | -3 | -28 | 20 | 3 | 1.6 | -3 | -5 | -20
C/C(=N/NC(=O)c1ccc(C(C)(C)C)cc1)c1ccccn1 | -11 | -4 | -8 | -1 | 3 | 1.4 | -5 | -4 | 26
O=C(O)c1nc(-c2ccccc2)n(-c2ccc(Cl)cc2)n1 | -19 | -3 | -11 | 18 | 4 | 0.2 | -18 | -6 | -16
O=C(Nc1ccc2c(c1)OCCO2)c1coc2ccccc2c1=O | -16 | -10 | 7 | 3 | 5 | 0.6 | -6 | -3 | 2
O=C(c1cc2cc(F)ccc2[nH]1)N1CCc2ccccc21 | . | -4 | . | 10 | 1 | 5.5 | 13 | -1 | -17
O=C(CSc1nnc(-c2ccccc2Cl)o1)N1CCCCC1 | -8 | -6 | -8 | 12 | 1 | 0.1 | -1 | -2 | 20

New compounds follow
SMILES | CHO parental Ca | CHRM1 agonist | OXTR potentiate | CHO-K1 Ca PAM | TAAR1 ag | M1 ag parental | CHRM1 antagonist | CHO-K1 Ca antag | TAAR1 antag
Brc1ccc2nc(-c3ccco3)c(Cc3ccccc3)n2c1 | . | 4 | . | 2 | 0 | -0.2 | -19 | -1 | -3
O=C(Nc1ccc(F)cc1F)c1cccn1-c1ncc(C(F)(F)F)cc1Cl | -1 | -10 | 0 | 20 | 13 | 0.9 | -5 | -21 | -23
O=C(CCC(=O)N1CCN(S(=O)(=O)c2ccc([N+](=O)[O-])cc2)CC1)N1CCOCC1 | -3 | -1 | -4 | 13 | 3 | 0.8 | -20 | -18 | 14
CCOC(=O)c1c(N)sc2c1CCCC2=O | -25 | -2 | -4 | 19 | 3 | 0.7 | -18 | -6 | -27
CCOc1ccccc1C1C(C#N)=C(SCC(=O)OC)NC(=O)C1C(=O)OC (stereo not given) | -11 | -5 | -8 | -4 | 19 | -0.2 | 8 | 21 | -7
Cc1cccc(N2CC(C(=O)Nc3nccs3)CC2=O)c1C (stereo not given) | 0 | 0 | -9 | 18 | 2 | 1.6 | 0 | -13 | -15
O=C(CCC1CCCC1)Nc1ccc(C(=O)NCc2cccnc2)cc1 | 6 | -8 | -9 | 16 | 3 | 1.4 | -10 | 2 | -2
CCn1cc(C(=O)N2CCN(c3ccccc3F)CC2)c(=O)c2ccc(C)nc21 | -19 | -5 | -1 | -7 | -1 | -0.5 | 18 | 14 | -9
Cc1ccc2c(c1)N(CC(=O)N(Cc1ccc3c(c1)OCO3)CC1CCCO1)C(=O)C(C)O2 (stereo not given) | -19 | -3 | -9 | 14 | 9 | 4.3 | 9 | -4 | 23
CC(C)Cn1c(=O)c2ccccc2n2c(CCC(=O)NC3CCN(Cc4ccccc4)CC3)nnc12 | -18 | -6 | 3 | 1 | -2 | -0.3 | -14 | -9 | -17
CC(=O)N1CCCc2cc(S(=O)(=O)NC(C(=O)NC(C)c3ccccc3)C(C)C)ccc21 (stereo not given) | -22 | -5 | 5 | 8 | 17 | 0.5 | -8 | -1 | -15
CCOc1ccc(C(=O)NC(C(=O)NCc2ccccc2OC)C(C)C)cc1 (stereo not given) | -25 | -6 | -7 | 26 | 10 | 0.1 | 1 | -18 | -8
CCCN1C2=NS(=O)(=O)CCN2c2ccccc21 | -5 | -4 | -4 | 4 | 18 | 0.1 | -10 | -7 | 1
CC(C)N(C(=O)CSc1nc2c([nH]1)c(=O)n(C)c(=O)n2C)c1ccccc1 | 4 | -3 | 1 | 2 | 2 | -0.1 | -8 | -11 | -28
OCC1(CCOc2ccccc2)CCN(Cc2nc3ccc(F)cc3[nH]2)CC1 | -17 | -5 | -11 | 19 | 2 | 1.6 | 3 | -5 | -3
Cc1ccc(S(=O)(=O)n2nc(-c3ccco3)nc2N)cc1 | -14 | -3 | -5 | -8 | 2 | 2.3 | 3 | -12 | -12
COc1cccc(C(=O)Nc2ncc3c(n2)CC(C)(C)CC3=O)c1 | -1 | -2 | -8 | 13 | 10 | 0.8 | -18 | -10 | 7
O=C(c1cc2c(s1)CCCCC2)N1CCN(c2ncccn2)CC1 | 1 | -5 | -4 | -9 | 14 | 1.7 | -12 | 4 | 7
O=C(Nc1ccc(F)cc1)C(c1ccccc1)N1CCN(S(=O)(=O)c2ccc3ccccc3c2)CC1 (stereo not given) | -7 | -3 | -1 | 10 | 2 | -0.5 | 4 | 12 | -38
